From PubChem BioAssay
SIAE primary – inhibitors of human sialic acid acetylesterase SIAE. Q9HAT2. SIAE FP-Rh probe binding, fluorescence polarization. inhibition, % at 9.66 µM. 370,000 compounds, 0.69% hits. AID 1053197;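 active = inhibition above a cutoff: mean of compounds within the control limits plus 3 SD of those, cut at about 17% in these data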;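 note: 0% = plate median of compound wells and 100% = probe without SIAE protein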
HTRA1 inhibitor – inhibitors of human serine peptidase HTRA1; recombinant HTRA1, FP-rhodamine activity-based probe, fluorescence polarization; inhibition, % at 5.96 µM; 340,000 compounds, 0.5% hits; Q92743; in the data active = inhibition above about 36%;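 note: 0% = enzyme with DMSO and 100% = wells lacking enzyme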
MBD2 DNA inh – MBD2-methylated oligo binding inhibition; 370,000 compounds, 0.31% hits; AID 686964; inhibition, % at 4.4 µM; Q9UBB5; TR-FRET, MBD2 binding to methylated oligonucleotide; in the data active = inhibition above about 13%
rCAG binder – binds r(CAG) RNA repeats; 370,000 compounds, 1.3% hits; inhibition, % at 3 µM; r(CAG) RNA repeat, TO-PRO-1 dye displacement fluorescence; AID 651821;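 active = inhibition above the plate cutoff, the mean of all test compounds on that plate plus 3 SD, cut at about 35% in these data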;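 note: 0% = DMSO alone and 100% = 100 µM mitoxantrone as full dye displacement; higher means more dye released from RNA so lower well fluorescence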
PRMT1 FP inh – blocks human protein arginine methyltransferase 1; 370,000 compounds, 1.3% hits; recombinant PRMT1, activity-based probe fluorescence polarization; AID 652257; Q99873; inhibition, % at 2.79 µM;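 active = inhibition above about 21% made by adding two undisclosed values, limit read from the data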
Target sequence (Q99873 whole entry, looked up): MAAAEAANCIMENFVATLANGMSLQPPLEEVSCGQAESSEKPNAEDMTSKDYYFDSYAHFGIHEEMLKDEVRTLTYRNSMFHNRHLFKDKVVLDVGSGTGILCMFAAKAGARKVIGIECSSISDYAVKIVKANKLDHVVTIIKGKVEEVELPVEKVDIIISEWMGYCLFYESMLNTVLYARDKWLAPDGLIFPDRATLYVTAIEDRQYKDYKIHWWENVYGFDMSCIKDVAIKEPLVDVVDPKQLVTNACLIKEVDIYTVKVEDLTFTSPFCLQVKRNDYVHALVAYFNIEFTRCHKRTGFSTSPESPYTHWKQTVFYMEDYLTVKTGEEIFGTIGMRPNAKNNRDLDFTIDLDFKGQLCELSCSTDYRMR
TCR-CD3 inh – human TCR-CD3 binding inhibition. TAMRA-labeled TCR probe fluorescence, biochemical. 360,000 compounds, 0.37% hits. AID 651800. inhibition, % at 9.4 µM; in the data active = inhibition above about 19%;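 note: recombinant mutant TCR 2C K166C tagged with TAMRA read by polarization; 0% = receptor in buffer alone and 100% = receptor with positive control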
mABHD4 FP – inhibitors of mouse ABHD4; Q8VD66; purified mABHD4, FP-Rh probe fluorescence polarization; inhibition, % at 8.92 µM; 370,000 compounds, 0.54% hits; AID 720543;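 active = inhibition exceeding the mean over every tested compound plus 3 SD, cut at about 30% in these data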;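 note: 0% = plate median of compound wells and 100% = S159A mutant with DMSO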
Target sequence (Q8VD66 whole entry, looked up): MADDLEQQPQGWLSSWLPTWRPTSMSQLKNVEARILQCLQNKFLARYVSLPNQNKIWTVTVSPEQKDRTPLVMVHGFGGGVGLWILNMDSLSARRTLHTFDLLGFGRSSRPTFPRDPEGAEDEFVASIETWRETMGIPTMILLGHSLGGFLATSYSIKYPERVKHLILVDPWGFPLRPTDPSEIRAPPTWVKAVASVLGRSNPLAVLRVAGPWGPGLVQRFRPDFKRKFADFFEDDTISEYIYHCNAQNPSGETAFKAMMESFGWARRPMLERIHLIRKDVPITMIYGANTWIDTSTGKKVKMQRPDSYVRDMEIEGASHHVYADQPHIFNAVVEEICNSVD
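System: mouse ABHD4 enzyme, wild type / Medium: HEPES pH 7.0, NaCl, Pluronic buffer / Reagent: FP-Rh activity-based fluorescent probe / Control set: S159A mutant high control, sample median low control / Detection: fluorescence polarization with parallel and perpendicular emission, 525/598 nm / Schedule: 45 min + 60 min at 25 °C / Compound dosing: 8.92 µM, single dose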
GC-B act – GC-B (human) receptor activation; HEK293-GC-B cells, CNP EC30, cGMP TR-FRET; 0% at EC30 CNP, 100% saturating CNP; P20594; 370,000 compounds, 0.11% hits; activation, % at 10 µM;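 active = activation at 10 µM reaching about 35% in either raw or pattern-adjusted values, limit read from the data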
GC-A act – GC-A (human) enzyme activation; P16066; HEK293 GC-A cells, cGMP TR-FRET, EC30 ANP; 0% at EC30 ANP, 100% saturating ANP; activation, % at 10 µM; 370,000 compounds, 0.14% hits; AID 1671463; in the data active = activation above about 40%
UHRF1 binding – blocks human UHRF1 binding to methylated DNA; Q96T88; UHRF1 binding to methylated oligo, TR-FRET; inhibition, % at 4.4 µM; 370,000 compounds, 0.75% hits; in the data active = inhibition above about 21%;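 note: UHRF1 SRA domain binding a hemimethylated CpG hairpin DNA probe; 0% = median of test compound wells and 100% = reference inhibitor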
Starred values were filed as active, the others as inactive; nt = no result given. An excerpt; the hit share may differ from the screen's.

cpd	mol	SIAE primary	HTRA1 inhibitor	MBD2 DNA inh	rCAG binder	PRMT1 FP inh	TCR-CD3 inh	mABHD4 FP	GC-B act	GC-A act	UHRF1 binding
1	O=C(CCCCC(=O)NN=Cc1ccc2c(c1)CCC2)NN=Cc1ccc2c(c1)CCC2	-7	-18	1	3	1	4	1	-5	-7	7
2	O=C(CSc1nnc(-c2cccc(Cl)c2)n1Cc1ccco1)Nc1ccc(OCc2ccccc2)cc1	-3	nt	-3	8	-3	nt	4	13	2	-2
3	COc1ccc(OCC(=O)N(C)Cc2ccccc2)cc1	-2	-1	-4	1	-3	7	6	2	1	1
4	CCOc1ccc(OCCC(=O)N2CCN(S(=O)(=O)c3cccc(F)c3)CC2)cc1	4	0	0	-5	1	-6	3	2	0	0
5	Cc1cc(C)nc(OC(C(=O)O)C(OCCc2ccccc2)(c2ccc(F)cc2)c2ccc(F)cc2)n1 (stereo not given)	0	-10	3	36*	4	-4	40*	2	-10	2
6	CCOC(=O)[C@H]1[C@H]2COc3ccc(Br)cc3[C@@H]2N2C(=O)CN(Cc3ccco3)C(=O)[C@@]12C	-4	3	7	5	20	-7	-9	-3	-6	5
7	O=C(NCc1ccco1)c1cc2n(n1)C(C(F)(F)F)CC(c1ccc(F)cc1)N2 (stereo not given)	0	-1	2	-11	1	2	-3	7	-1	1
8	O=C(CCc1nnc2ccc(NCc3ccco3)nn12)Nc1ccc(F)cc1F	1	2	-4	1	0	9	-1	2	-1	-1
9	CCCC(C)C(=O)Nc1nc(C)c(-c2csc(Nc3ccc(Cl)cc3)n2)s1 (stereo not given)	17	2	-1	31	2	-10	3	0	-9	-3
10	O=C(Cc1ccccc1F)Nc1nc(-c2cccnc2)cs1	-9	-4	-1	8	-1	-9	-1	0	4	-1
11	Cc1ccc(CSc2nnc(SCC(=O)N/N=C/C=C/c3ccco3)s2)cc1	13	-9	3	13	4	-5	0	1	-2	-2
12	CCc1nc2c(OCc3ccc(Cl)cc3)cccn2c1N(C)C(=O)c1ccc(C)cc1	0	nt	-5	4	2	-7	5	1	-1	-2
13	Cn1cccc1C(=O)NC1CCCCCC1	0	7	3	1	-1	1	5	6	5	-2
14	Cc1cnc(CNC(=O)C2(C)CCCN2CC(C)C)cn1 (stereo not given)	7	nt	2	-2	-2	-3	0	-2	2	-2
15	CC(O)(c1ccc(F)c(F)c1)c1nc(-c2ccoc2)cs1 (stereo not given)	5	nt	5	8	-2	5	-7	1	3	-1
16	Clc1ccc(-c2cn3c(n2)SCC3)cc1	4	2	2	0	3	-4	-1	-2	-1	2
17	CS(=O)(=O)c1ccc(Cl)c(NC(=O)CCNC(=O)c2ccco2)c1	2	1	-2	1	-1	4	2	8	4	5
18	CCCCc1ccc(NC(=O)NCc2ccccn2)cc1	-3	0	3	-1	3	-3	-1	-3	0	10
19	Cc1noc(C)c1C(=O)N1CCCC(C(=O)c2cccc(OC(C)C)c2)C1 (stereo not given)	2	-3	4	-12	2	-3	3	-3	-2	1
20	CCc1nnc(NC(=O)c2ccc(-c3ccc(C(C)=O)cc3)o2)s1	-5	-5	-6	7	-4	4	-7	0	0	1
21	CN(O)C(=S)c1ccccc1	12	-1	-1	1	1	-5	4	12	9	-10
22	Cc1nc2c(OCc3ccccc3)cccn2c1N(C)C(=O)C1CCCCC1	-3	nt	5	-3	-7	1	-2	-2	-6	-1
23	CC(C)NC(=O)NC(=O)COC(=O)c1cc(S(=O)(=O)N2CCCCC2)ccc1N1CCOCC1	1	-2	-1	-4	-2	7	3	-4	-1	-3
24	CS(=O)(=O)c1ccc(Cl)c(NC(=O)c2cccc(N3C(=O)CCC3=O)c2)c1	19*	0	-6	-1	2	-11	6	1	0	-1
25	O=C(C[C@H]1C[C@H]2c3cc(NS(=O)(=O)c4ccc(F)cc4)ccc3O[C@H]2[C@H](CO)O1)NCc1ccncc1	12	4	3	4	-3	-4	8	-2	2	1
26	O=C(NCCc1ccco1)c1ccc(OCc2cn3ccccc3n2)cc1	-3	-1	1	6	7	8	-2	-5	-4	0
27	CCN1CCSc2ccc(C(=O)NCc3ccccc3Br)cc21	4	0	-2	5	10	4	-4	0	-3	-3
28	COC(=O)CSc1nnc(-c2ccncc2)o1	-3	7	2	-1	2	-7	5	1	6	1
29	COc1ccc(C(c2nnnn2Cc2ccccc2)N2CCN(c3ccccc3)CC2)cc1 (stereo not given)	5	-9	1	-4	0	6	-2	0	2	-2
30	Cc1cc(-c2c(C)[nH]n(-c3ccc(Cl)cc3)c2=O)n[nH]1	-2	17	-4	5	-3	-2	6	nt	nt	-1
31	Cc1oc(-c2ccc(Cl)cc2)nc1CN1CCCC(C(=O)N2CCOCC2)C1 (stereo not given)	4	0	2	-3	-2	8	-3	-3	1	0
32	O=C(CNc1cccc2ccccc12)N/N=C/C=C/c1ccco1	16	15	0	11	2	5	14	-5	-2	-5
33	Cc1ccc(-n2nc3ccc(NC(=O)c4ccc5c(c4)OCO5)cc3n2)cc1	-11	1	4	7	-2	-7	-9	2	4	8
34	Cc1ccc(-n2c(SCC(=O)Nc3ccc(S(=O)(=O)Nc4nccs4)cc3)nnc2-c2cccnc2)cc1	-10	nt	-6	60*	-4	nt	-10	6	-3	3
35	CC(NC(=O)c1ccccc1Cl)C1CC2CCC1C2 (stereo not given)	2	-1	2	-2	4	-7	-4	-2	1	1
36	Cc1ccc(Sc2cc(C)nc(-c3ccccn3)n2)cc1	16	-2	1	-7	-4	4	3	-9	1	0
37	O=C(/C=C/c1ccccc1)NCCc1ccc2c(c1)OCCO2	0	-3	0	-4	3	-6	-1	3	1	4
38	CCOc1ccc(CCNC(=O)CS(=O)Cc2nc(-c3ccc(C)cc3)oc2C)cc1OCC (stereo not given)	-5	-6	-2	-1	-5	-7	-8	1	1	4
39	COc1ccc(-c2coc3cc4oc(=O)cc(C)c4cc23)cc1F	-3	-10	-4	6	-1	0	2	-4	-7	-7
40	CC(C)(C)OC(=O)N(CCc1ccccc1)Cc1cccc(OCc2cccc(NC(=O)c3ccccc3)c2)c1	-44	-61	-4	9	-2	0	-17	0	0	3

Limited to TCR-CD3 inh, PRMT1 FP inh and GC-A act, for some of the entries so far:
cpd	compound	TCR-CD3 inh	PRMT1 FP inh	GC-A act
30	Cc1cc(-c2c(C)[nH]n(-c3ccc(Cl)cc3)c2=O)n[nH]1	-2	-3	nt
40	CC(C)(C)OC(=O)N(CCc1ccccc1)Cc1cccc(OCc2cccc(NC(=O)c3ccccc3)c2)c1	0	-2	0
27	CCN1CCSc2ccc(C(=O)NCc3ccccc3Br)cc21	4	10	-3
23	CC(C)NC(=O)NC(=O)COC(=O)c1cc(S(=O)(=O)N2CCCCC2)ccc1N1CCOCC1	7	-2	-1
31	Cc1oc(-c2ccc(Cl)cc2)nc1CN1CCCC(C(=O)N2CCOCC2)C1 (stereo not given)	8	-2	1
37	O=C(/C=C/c1ccccc1)NCCc1ccc2c(c1)OCCO2	-6	3	1

Part of the list above, as labelled records:
37	O=C(/C=C/c1ccccc1)NCCc1ccc2c(c1)OCCO2
- SIAE primary: 0
- HTRA1 inhibitor: -3
- MBD2 DNA inh: 0
- rCAG binder: -4
- PRMT1 FP inh: 3
- TCR-CD3 inh: -6
- mABHD4 FP: -1
- GC-B act: 3
- GC-A act: 1
- UHRF1 binding: 4

26	O=C(NCCc1ccco1)c1ccc(OCc2cn3ccccc3n2)cc1
- SIAE primary: -3
- HTRA1 inhibitor: -1
- MBD2 DNA inh: 1
- rCAG binder: 6
- PRMT1 FP inh: 7
- TCR-CD3 inh: 8
- mABHD4 FP: -2
- GC-B act: -5
- GC-A act: -4
- UHRF1 binding: 0

The list goes on:
cpd	mol	SIAE primary	HTRA1 inhibitor	MBD2 DNA inh	rCAG binder	PRMT1 FP inh	TCR-CD3 inh	mABHD4 FP	GC-B act	GC-A act	UHRF1 binding
41	CC1=NN(C(=O)c2ccc(Cn3nc(C)c([N+](=O)[O-])c3C)o2)C(O)(C(F)(F)F)C1 (stereo not given)	6	1	0	1	-2	-2	4	3	6	1
42	O=C1CCCC(O)=C1N=Nc1c(Cl)cc(Cl)cc1Cl	21*	16	-7	2	-2	6	24	-3	-2	-2
43	CCCC(=O)Nc1cccc(-c2cn3cccnc3n2)c1	-5	-4	-3	0	-5	4	1	-1	3	-2
44	Cn1c(=O)c(C(=O)N2CCc3ccccc32)cc2cccnc21	1	-1	-6	0	-3	3	-4	1	0	0
45	Cc1ccc(C=NCc2ccncc2)c(O)c1	7	0	-5	2	1	9	4	2	-5	-1
46	CN(C)C(=O)c1cccc(-c2cccc3nccn23)c1	4	nt	3	6	12	-2	-13	0	-1	4
47	COc1ccccc1NC(=O)COc1ccc(/C=N/NS(=O)(=O)c2ccc(C)cc2)cc1	0	-34	-8	20	1	6	-26	1	-2	-1

Whole records, looked up by structure.
Listed for CCCC(=O)Nc1cccc(-c2cn3cccnc3n2)c1 : SIAE primary: -5; HTRA1 inhibitor: -4; MBD2 DNA inh: -3; rCAG binder: 0; PRMT1 FP inh: -5; TCR-CD3 inh: 4; mABHD4 FP: 1; GC-B act: -1; GC-A act: 3; UHRF1 binding: -2
Listed for Cc1ccc(-n2c(SCC(=O)Nc3ccc(S(=O)(=O)Nc4nccs4)cc3)nnc2-c2cccnc2)cc1 : SIAE primary: -10; HTRA1 inhibitor: nt; MBD2 DNA inh: -6; rCAG binder: 60*; PRMT1 FP inh: -4; TCR-CD3 inh: nt; mABHD4 FP: -10; GC-B act: 6; GC-A act: -3; UHRF1 binding: 3
